OXTR potentiate = potentiates the human oxytocin receptor response; activation, % at 3 µM; CHO-OTR cells, Fluo-8 calcium fluorescence, potentiator mode; 0% = oxytocin EC15, 100% = EC100; 0.061% of 320,000 active; P30559; AID 2445;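 active means activation above that plate's cutoff, the mean activation of tested compounds plus 3 SD, cut at about 6.6% in these data, passing the limit was not always enough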;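 further: 100% uses oxytocin at 75 nM as the full agonist control; some results filed as inactive read as strong as hits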
Target sequence (P30559 whole entry, looked up): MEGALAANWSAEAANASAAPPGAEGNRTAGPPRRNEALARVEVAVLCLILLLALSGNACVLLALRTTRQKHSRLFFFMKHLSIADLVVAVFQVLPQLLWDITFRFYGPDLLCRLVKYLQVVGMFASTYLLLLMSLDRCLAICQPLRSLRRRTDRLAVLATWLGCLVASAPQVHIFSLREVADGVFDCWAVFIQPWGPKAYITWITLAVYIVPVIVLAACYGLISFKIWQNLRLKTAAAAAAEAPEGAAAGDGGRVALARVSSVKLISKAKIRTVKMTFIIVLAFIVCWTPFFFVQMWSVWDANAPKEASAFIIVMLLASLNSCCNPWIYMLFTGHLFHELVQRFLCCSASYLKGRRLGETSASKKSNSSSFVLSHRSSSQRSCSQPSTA
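Replication – single well per compound, singlicate · Assay system – CHO cell line stably expressing human OTR · Timing – 6 min pre-incubation, 100 s read · Measure – normalized max/min fluorescence ratio, % activation · Doses – 3.0 µM, one dose · Detection – Fluo-8 calcium dye fluorescence · Probe or stimulus – oxytocin near EC15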
CHO-K1 Ca antag = nonselective inhibitor or artifact in parental CHO-K1 cells; 0.6% of 360,000 active; ATP-induced calcium, Fluo-8 fluorescence; inhibition, % at 3 µM; AID 602250;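 active means inhibition above a per-plate cutoff, the plate's mean sample inhibition plus 3 SD, cut at about 24% in these data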;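 further: 0% = DMSO plus EC80 ATP and 100% = DMSO alone without ATP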
M1 PAM parental = counter-screen for M1 PAMs: effect in parental CHO-K1 cells; 0.02% of 360,000 active; activation, % at 3 µM; ATP EC20, Fluo-8 calcium fluorescence; 0% at ATP EC20, 100% at ATP max;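 active means activation above the run cutoff, the mean activation of all test compounds plus 3 SD, cut at about 40% in these data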;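 further: peak over basal fluorescence ratio in a 140 s read after ATP addition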
M1 ag parental = M1 agonist counterscreen hit in parental CHO-K1 cells. Fluo-8 calcium fluorescence; scaled to maximal ATP response, vehicle zero. activation, % at 3 µM. 0.48% of 360,000 active. AID 602248; in the data active means activation above about 15%;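 further: untransfected CHO-K1 host cells lacking M1 receptor as counterscreen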
CHRM1 antagonist = antagonists of human M1 muscarinic receptor; CHO-K1 hM1, Fluo-8 calcium fluorescence, ACh EC80 antagonist; inhibition, % at 3 µM; 1.3% of 360,000 active; AID 588852;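 active means percent inhibition above its own plate's cutoff, namely the mean of that plate's compound wells plus 3 SD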;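 further: peak over basal fluorescence ratio during 140 s after agonist addition; 0% = ACh EC80 plus DMSO and 100% = DMSO alone without agonist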
Target sequence (P11229 whole entry, looked up): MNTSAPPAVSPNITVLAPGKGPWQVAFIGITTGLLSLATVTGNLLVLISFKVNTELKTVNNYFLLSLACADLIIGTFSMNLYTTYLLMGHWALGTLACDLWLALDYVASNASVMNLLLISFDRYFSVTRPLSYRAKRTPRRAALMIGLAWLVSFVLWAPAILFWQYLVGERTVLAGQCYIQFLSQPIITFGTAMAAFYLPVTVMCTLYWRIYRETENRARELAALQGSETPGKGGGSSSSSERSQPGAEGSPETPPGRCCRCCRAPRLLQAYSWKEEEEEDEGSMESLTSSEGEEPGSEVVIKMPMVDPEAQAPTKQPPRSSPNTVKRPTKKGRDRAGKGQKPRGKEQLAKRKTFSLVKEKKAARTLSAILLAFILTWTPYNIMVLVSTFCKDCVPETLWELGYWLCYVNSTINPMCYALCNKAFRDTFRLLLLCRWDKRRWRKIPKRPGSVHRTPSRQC
M1 ag = agonists of human M1 muscarinic receptor; P11229; CHO-K1 hM1, Fluo-8 calcium fluorescence, agonist mode; 0% DMSO, 100% acetylcholine EC100; activation, % at 3 µM; 0.33% of 360,000 active; AID 588814;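 active means activation above the run's mean compound activation plus 3 SD, cut at about 16% in these data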;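 further: peak over basal fluorescence ratio within a 140 s kinetic read after compound addition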
CHO parental Ca = signal in parental CHO cells, OX1R antagonist counter-screen. 0.63% of 330,000 active. inhibition, % at 5.6 µM. AID 463079. parental CHO-K1, ATP-induced calcium, Fluo-8 fluorescence;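 active means inhibition above that plate's mean sample inhibition plus 3 SD, cut at about 26% in these data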;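 further: 0% = ATP-challenged DMSO wells and 100% = DMSO wells without ATP; some compounds past the cut are filed as inactive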
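Assay system – parental CHO cells · Reagent – ATP stimulus · Detection – intracellular calcium via Fluo-8 no-wash fluorescent dye · Evaluation – percent inhibition of ATP-evoked calcium rise, normalized to controls · Controls – ATP wells versus no-ATP DMSO wells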
TAAR1 agonist = human TAAR1 agonism | 0.99% of 360,000 active | activation, % at 3 µM | CHO RD-HGA16 TAAR1, Fluo-8 calcium fluorescence; vehicle wells 0%, saturating PEA agonist 100% | Q96RJ0 | AID 624467;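 active means activation above the mean activation of all test compounds in the run plus 3 SD, cut at about 38% in these data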
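test system = CHO RD-HGA16 cells carrying human TAAR1 plus Gα16 | schedule = 17-24 h seeding, 75 min 37 °C dye, 30 min RT | compound dosing = 3 µM single concentration | control set = DMSO and PEA EC100 | replicates = n 1 | signal = Fluo-8 fluorescence, 5 s baseline then 140 s kinetic read | measure = percent activation vs PEA EC100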
TAAR1 antagonist = human TAAR1 antagonism | Q96RJ0 | inhibition, % at 3 µM | CHO RD-HGA16 TAAR1, Fluo-8 calcium fluorescence, antagonist | 1.5% of 360,000 active | AID 624466;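 active means inhibition above a per-plate cutoff, the mean inhibition of test compounds on that plate plus 3 SD, cut at about 49% in these data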;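 further: 0% = DMSO plus EC80 beta-PEA response and 100% = DMSO alone without agonist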
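System: RD-HGA16 CHO cells with stable hTAAR1 and Gα16 | Probe or stimulus: EC80 β-phenethylamine stimulus | Dosing: 3 µM, single point | Times: Dye loading 75 min at 37 °C, then 30 min room temperature | Measured by: Fluo-8 calcium-sensitive fluorescence | Read-out basis: % inhibition of agonist calcium response | Replicates: n of 1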
* hit, by the source's call; · = no result given. An unsorted share of the library; any-hit rate near 4.2%.

1	COC(=O)c1nn(-c2ccc(C)cc2)ccc1=O
2	CS(=O)(=O)c1ncc(Cl)c(C(=O)Nc2ccc3ccccc3c2)n1
3	CC(C)CN(C(=O)c1ccc2c(c1)OCO2)C1CCS(=O)(=O)C1 (configuration not stated)
4	O=C(Cn1ccc2ccccc2c1=O)NCC(=O)Nc1ccc(F)cc1F
5	O=C(NCCN1CCCC(O)C1)c1cc(COc2ccc(F)cc2Cl)on1 (configuration not stated)
6	CNC(=S)N/N=C/c1cc(Br)cc(Br)c1O
7	O=S(=O)(Cc1ccccc1)NCC1CCCN(Cc2ccc(F)c(F)c2)C1 (configuration not stated)
8	COc1ccc(-c2cn3cc(C(F)(F)F)cc(Cl)c3n2)cc1
Screen / compound no.	1	2	3	4	5	6	7	8
OXTR potentiate	-17	·	-6	-7	-9	-7	-15	11*
CHO-K1 Ca antag	-4	14	0	-13	-15	10	-22	-16
M1 PAM parental	-8	5	3	-6	5	-2	18	28
M1 ag parental	-1.1	-1.0	0.6	0.5	3.3	4.7	0.8	4.3
CHRM1 antagonist	12	13	7	-9	-6	7	-3	-5
M1 ag	-1	-8	6	-6	-4	-2	-5	-8
CHO parental Ca	6	·	-5	-7	-19	7	-20	-13
TAAR1 agonist	7	-2	1	-2	3	4	0	0
TAAR1 antagonist	13	1	-10	-20	-11	11	-12	-22

9	CCOC(=O)C(C)On1c(-c2ccc(Cl)cc2)nc2ccc([N+](=O)[O-])cc21 (configuration not stated)
10	CC(OC(=O)CCN=C1NS(=O)(=O)c2ccccc21)C(=O)Nc1ccc(F)c(F)c1F (configuration not stated)
11	COc1cc(/C=C2\SC(=O)N(CC(=O)Nc3cccc(C)c3)C2=O)cc([N+](=O)[O-])c1O
12	CC(C)C1C(=O)N(Cc2cn(CC3CCCCC3)nn2)CCS(=O)(=O)N1Cc1ccc(-c2cccc(CO)c2)cc1 (configuration not stated)
13	COc1ccc(C)cc1NC(=O)CN1CCCN(S(=O)(=O)c2ccc(Br)cc2)CC1
14	CC(C)NC(=O)N(C)C[C@H]1Oc2ccc(NC(=O)Nc3ccccc3)cc2C(=O)N([C@@H](C)CO)C[C@@H]1C
15	O=C(NC1=NCCS1)c1ccc(Cl)c(S(=O)(=O)N2CCOCC2)c1
16	C/C(CC(=O)Nc1cccc(Cl)c1Cl)=N\NC(=O)C(=O)N1CCCC1
Screen / compound no.	9	10	11	12	13	14	15	16
OXTR potentiate	-12	-2	·	·	-4	-2	-16	1
CHO-K1 Ca antag	14	-6	-6	-5	-13	-1	2	5
M1 PAM parental	-1	15	21	7	-10	6	-6	-15
M1 ag parental	8.0	0.4	5.2	1.3	-0.2	0.2	0.2	-0.7
CHRM1 antagonist	18	-16	0	-3	7	-1	5	-9
M1 ag	0	0	-7	-2	-2	-3	-7	-4
CHO parental Ca	-6	-17	·	·	-14	-2	-9	-34
TAAR1 agonist	16	2	6	3	10	1	5	0
TAAR1 antagonist	41	-11	-27	16	0	-17	-6	-17

17	O=C(Nc1ccccc1C(=O)N1CCOCC1)C1CCC(=O)N1C1CCCC1 (configuration not stated)
18	COCCN(C(=O)COC(=O)c1ccccc1Oc1ccccc1)c1c(N)n(Cc2ccccc2)c(=O)[nH]c1=O
19	Cc1c2cnn(CC(=O)NCCCN3CCCCC3C)c(=O)c2c(C)n1Cc1ccccc1 (configuration not stated)
20	CCN(C(=O)CCNC(=O)Cn1cnc2ccccc2c1=O)c1cccc(Cl)c1
21	Cc1cccc(-n2ccnc2SCC(=O)O)c1C
22	COc1ccc(NC(=O)CSc2nc3c(c(=O)n2-c2ccc(C)cc2)SCC3)c(OC)c1
23	CCCOc1ccc(C(=O)CCC(=O)OCC(=O)N(CC)c2c(N)n(Cc3ccccc3)c(=O)[nH]c2=O)cc1
24	Cc1cc(Nc2ccc(C(=O)N3CCCCC3)cc2)c2cccc(C)c2n1
Screen / compound no.	17	18	19	20	21	22	23	24
OXTR potentiate	0	-9	-2	-10	-22	3	·	·
CHO-K1 Ca antag	-10	-7	1	-5	-13	-6	-16	-2
M1 PAM parental	5	9	6	-17	20	20	4	-12
M1 ag parental	0.1	0.7	1.7	0.9	1.8	0.1	0.7	-0.1
CHRM1 antagonist	7	-15	5	8	-1	8	-7	7
M1 ag	1	-2	-6	-2	-2	-2	-6	-10
CHO parental Ca	1	-23	-1	-18	-4	-23	·	·
TAAR1 agonist	5	3	0	5	5	0	0	1
TAAR1 antagonist	10	-3	-5	-6	-23	-2	-8	-9

25	COc1ccc2nc(SCC(=O)N3CCN(c4ccc(F)cc4)CC3)c(C#N)cc2c1
26	Cc1ccccc1OCC(=O)NC1CCCCCCC1
27	O=C(NC(=S)Nc1ccccc1N1CCOCC1)c1sc2ccccc2c1Cl
28	OC1CC2CCC(C1)N2CCCN1c2ccccc2Sc2ccc(Cl)cc21 (configuration not stated)
29	COC(=O)c1c(NC(C)=O)sc2c1CCCCC2
30	COCCN1C(=O)CCC1(C)C(=O)NC(C)(C)C (configuration not stated)
31	CCN(CC)S(=O)(=O)c1ccc2[nH]cc(C(=O)NCCCN3CCCCC3C)c(=O)c2c1 (configuration not stated)
32	CC(=O)Nc1ccc(Cl)cc1C(=O)O
Screen / compound no.	25	26	27	28	29	30	31	32
OXTR potentiate	-9	-5	-8	·	-2	·	-1	-6
CHO-K1 Ca antag	-7	-18	9	0	-7	4	-3	9
M1 PAM parental	14	-3	-10	3	17	13	2	-10
M1 ag parental	0.2	-0.8	-0.2	11	0.1	0.8	0.2	-0.4
CHRM1 antagonist	-16	0	6	67*	-3	-3	9	-1
M1 ag	-5	-3	-3	2	-6	-4	-15	-3
CHO parental Ca	-14	-14	-7	·	-8	·	-7	-12
TAAR1 agonist	4	6	3	21	-1	0	-1	16
TAAR1 antagonist	-3	-2	-2	8	21	5	6	2

Random excerpt: 2 compounds from above
30	COCCN1C(=O)CCC1(C)C(=O)NC(C)(C)C (configuration not stated)
27	O=C(NC(=S)Nc1ccccc1N1CCOCC1)c1sc2ccccc2c1Cl
Screen / compound no.	30	27
OXTR potentiate	·	-8
CHO-K1 Ca antag	4	9
M1 PAM parental	13	-10
M1 ag parental	0.8	-0.2
CHRM1 antagonist	-3	6
M1 ag	-4	-3
CHO parental Ca	·	-7
TAAR1 agonist	0	3
TAAR1 antagonist	5	-2

Later entries.
33	Cc1csc(NC(=O)CCCNC(=O)c2ccc(Cl)cc2)n1
34	CCc1nnc(NS(=O)(=O)c2ccc(N/C=C\C(=O)c3cccc4ccccc34)cc2)s1
35	O=C1C2ON(c3ccc(Br)cc3)C(c3cccnc3)C2C(=O)N1C1CCCCC1 (configuration not stated)
36	CC(C)N1CCN(Cc2cnc(-c3ccccc3)s2)CC1CCO (configuration not stated)
37	Cc1ccc(C(=O)NNC(=O)c2ccc3ccccc3c2O)cc1
38	Clc1ccc(CN2CCN(c3ncccn3)CC2)cc1Cl
39	CC1(C)CC[C@]2(C(=O)O[C@@H]3OC(CO)[C@@H](O)[C@H](O)[C@H]3O)CC[C@]3(C)C(=CCC4[C@@]5(C)CC[C@H](O[C@@H]6OC(C(=O)O)[C@@H](O)[C@H](O)[C@H]6O)C(C)(C)C5CC[C@]43C)[C@@H]2C1 (some centres not stated)
40	C=CC[C@@H](Cc1ccc(F)cc1)C(=O)OC[C@@H]1CCCN1C(=O)[C@@H](CC=C)CC(=O)N(CCO)Cc1ccccc1
Screen / compound no.	33	34	35	36	37	38	39	40
OXTR potentiate	-6	-3	-5	2	-5	1	-8	-7
CHO-K1 Ca antag	-10	-12	-4	-16	-1	-19	-7	-2
M1 PAM parental	1	26	4	16	12	22	18	-12
M1 ag parental	0.7	0.3	-0.2	0.0	1.0	0.2	0.7	-0.8
CHRM1 antagonist	5	6	-5	-6	-5	-24	-5	13
M1 ag	-3	-8	-3	-8	-1	-7	1	-4
CHO parental Ca	-7	-4	-21	-11	-7	-10	100*	-32
TAAR1 agonist	3	0	5	1	1	-1	17	8
TAAR1 antagonist	-16	0	-1	-3	-15	-13	27	18

41	CCCCSc1nc2sc3c(c2c(=O)n1-c1ccc(OC)cc1)CCN(C)C3
42	O=C(CSc1nc2nc(-c3cccs3)cc(C(F)(F)F)c2c(=O)[nH]1)C(F)(F)F
43	CC(=O)OC1CCC2(C)C(CCC3C4CC=C(C(C)=O)C4(C)OC(=O)CC32)C1 (configuration not stated)
44	C[C@H](NC(=O)NCc1ccc(F)cc1)C(=O)O
45	CC1(C)CC(=O)C=C(c2ccc(-c3ccc(S(C)(=O)=O)cc3)cc2)C1=O
46	COCCCNC(=O)C1Cc2cc(S(=O)(=O)N3CCCC3)ccc2N1C(C)=O (configuration not stated)
47	CC(=O)N1c2ccccc2NC2=C(C(=O)CCC2)C1c1cccnc1 (configuration not stated)
48	CC(Cc1ccccc1)C(=O)N(C)Cc1ccccc1 (configuration not stated)
49	CCN1CCN(c2ccc(NC(=O)c3ccc4c(c3)OCCO4)cc2C)CC1
50	Cc1ccc(-c2onc3ccc(C(=O)/C=C/N(C)C)cc23)cc1
51	COc1ccccc1N(CN1CCCC1=O)C(=O)c1ccccc1F
Screen / compound no.	41	42	43	44	45	46	47	48	49	50	51
OXTR potentiate	·	-2	·	-9	·	-5	-9	-10	·	0	-3
CHO-K1 Ca antag	-15	-2	-7	-4	-12	-8	0	-1	0	-9	-12
M1 PAM parental	10	0	-2	16	16	1	4	13	-4	12	17
M1 ag parental	0.5	1.5	8.7	0.1	8.5	0.4	0.4	-0.6	0.6	0.5	0.8
CHRM1 antagonist	-21	-11	-1	-13	-5	-2	-13	-9	9	-11	-11
M1 ag	-12	-2	-9	-1	3	-2	-3	-8	-8	-2	-4
CHO parental Ca	·	-1	·	-2	·	-6	-6	-9	·	-8	-15
TAAR1 agonist	2	8	0	2	9	4	0	4	2	1	8
TAAR1 antagonist	-19	-3	-20	0	8	-6	7	-8	-4	1	-18

Of the compounds above, these contain a CF3 group.
8	COc1ccc(-c2cn3cc(C(F)(F)F)cc(Cl)c3n2)cc1
42	O=C(CSc1nc2nc(-c3cccs3)cc(C(F)(F)F)c2c(=O)[nH]1)C(F)(F)F
Screen / compound no.	8	42
OXTR potentiate	11*	-2
CHO-K1 Ca antag	-16	-2
M1 PAM parental	28	0
M1 ag parental	4.3	1.5
CHRM1 antagonist	-5	-11
M1 ag	-8	-2
CHO parental Ca	-13	-1
TAAR1 agonist	0	8
TAAR1 antagonist	-22	-3

Along the list, quoted from above.
M1 PAM parental for nos. 41–51, in order: 10, 0, -2, 16, 16, 1, 4, 13, -4, 12, 17
M1 ag for nos. 41–51, in order: -12, -2, -9, -1, 3, -2, -3, -8, -8, -2, -4
